# Gli-Sufu block: Gli-Sufu pathway antagonists, primary screen, luciferase luminescence, Sufu-KO-LIGHT cells, uHTS. 340,000 compounds, 0.74% hits. inhibition, % at 5 µM. AID 588413, 2011. Sufu-KO-LIGHT fibroblasts, Gli luciferase reporter luminescence;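 active means inhibition above about 55%, limit read from the data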;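 further: 0% = DMSO-treated cells and 100% = wells with medium but no cells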
# EBI2 antag: EBI2 receptor antagonists, beta-arrestin recruitment, primary screen, cell-based, luminescence, 7a,25-OHC stimulation, uHTS | inhibition, % at 5 µM | 360,000 compounds, 0.81% hits | AID 651636, 2012 | G-protein coupled receptor 183 (Homo sapiens), P32249 | 7a,25-OHC stimulated; in the data active means inhibition above about 38%;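 further: enzyme fragment complementation signal reports receptor beta-arrestin coupling in cells; 0% = agonist plus DMSO wells and 100% = wells without agonist; some results beyond the cut were filed as inactive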
# CXCR6 inh: CXCR6 receptor inhibitors, primary screen, cell-based, beta-arrestin, luminescence, CHO-K1 PathHunter, 1536-well; C-X-C chemokine receptor type 6 (Homo sapiens), O00574; 360,000 compounds, 0.36% hits; AID 602244, 2012; inhibition, % at 20 µM; in the data active means inhibition above about 34%, passing the limit was not always enough;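 further: antagonist mode with CXCL16 agonist at 10 nM final; 0% = 10 nM CXCL16 with DMSO and 100% = unstimulated wells without agonist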
# GRIN3A LBD mod: binders of NR3A ligand-binding domain, primary screen, biophysical, differential scanning fluorimetry, uHTS; NR3A LBD differential scanning fluorimetry, Tm shift; 0% = protein alone, 100% = glycine-bound protein; Tm shift relative to glycine control, % at 25 µM; 340,000 compounds, 2.5% hits;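 active means melting temperature shift of at least 10% of the positive control shift, at one fixed dose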
# APOBEC3G inh: APOBEC3G DNA deaminase inhibitors, primary screen, biochemical, fluorescence, single-stranded DNA substrate, uHTS. DNA dC->dU-editing enzyme APOBEC-3G (Homo sapiens), Q9HC16. recombinant A3G, ssDNA deamination FAM/TAMRA fluorescence. inhibition, % at 20 µM. 330,000 compounds, 0.28% hits;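 active means inhibition of at least 40% at 20 µM, with no more than 30% in the related APOBEC3A deaminase screen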;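 further: plate controls were DMSO wells with A3G for no effect and wells lacking A3G enzyme for full effect; some compounds called inactive have numbers as strong as hits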
# Target sequence (Q9HC16 whole entry, looked up): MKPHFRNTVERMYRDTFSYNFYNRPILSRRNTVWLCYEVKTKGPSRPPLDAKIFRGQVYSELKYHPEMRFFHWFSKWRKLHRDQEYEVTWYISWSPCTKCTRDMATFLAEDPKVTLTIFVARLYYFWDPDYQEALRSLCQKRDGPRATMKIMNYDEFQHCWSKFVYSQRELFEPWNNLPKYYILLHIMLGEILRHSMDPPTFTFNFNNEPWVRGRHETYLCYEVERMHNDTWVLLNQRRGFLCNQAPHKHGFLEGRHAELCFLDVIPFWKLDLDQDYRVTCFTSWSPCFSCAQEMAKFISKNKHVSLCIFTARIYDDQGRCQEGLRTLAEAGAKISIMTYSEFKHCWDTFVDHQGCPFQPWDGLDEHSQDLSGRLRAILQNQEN
# CCR6 antag: CCR6 receptor antagonists, primary screen, cell-based, CHO-K1, luminescence, beta-arrestin, uHTS; C-C chemokine receptor type 6 (Homo sapiens), P51684; CHO-K1 CCR6 PathHunter beta-arrestin, CCL20-stimulated; inhibition, % at 20 µM; 340,000 compounds, 0.49% hits; AID 493098, 2011;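 active means compounds whose inhibition of the agonist-driven luminescence signal at 20 µM reaches about 50%, limit read from the data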;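 further: cells stimulated with CCL20 at 14 nM final; plate controls were DMSO with CCL20 for no effect and DMSO without agonist for full effect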
# Target sequence (P51684 whole entry, looked up): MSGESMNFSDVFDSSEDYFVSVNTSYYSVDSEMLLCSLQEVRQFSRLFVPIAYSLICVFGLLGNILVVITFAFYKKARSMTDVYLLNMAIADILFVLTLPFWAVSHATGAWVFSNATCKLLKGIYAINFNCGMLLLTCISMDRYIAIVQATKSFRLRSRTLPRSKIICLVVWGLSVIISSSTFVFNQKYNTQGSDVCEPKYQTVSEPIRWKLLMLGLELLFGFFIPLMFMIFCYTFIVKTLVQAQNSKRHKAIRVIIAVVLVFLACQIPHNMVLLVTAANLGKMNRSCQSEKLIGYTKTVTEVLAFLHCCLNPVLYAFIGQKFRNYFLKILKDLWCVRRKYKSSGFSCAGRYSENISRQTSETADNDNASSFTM
# MPTP inh: mitochondrial permeability transition pore inhibitors, primary screen, biochemical, isolated mouse mitochondria, absorbance | inhibition, % at 10 µM | Ca2+ swelling absorbance, 30 min | 360,000 compounds, 1.4% hits;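 active means inhibition of 50% or more, scaled per plate between neutral and stimulator controls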;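 further: 0% = DMSO wells given calcium and 100% = 1 mM EGTA wells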
# A3A deaminase: APOBEC3A ssDNA deaminase inhibitors, primary screen, selectivity assay for APOBEC3G inhibitor project, biochemical, FAM/TAMRA oligo cleavage fluorescence; 330,000 compounds, 0.41% hits; recombinant A3A, FAM/TAMRA ssDNA deamination fluorescence; inhibition, % at 20 µM; DNA dC->dU-editing enzyme APOBEC-3A (Homo sapiens), P31941;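 active means at least 40% inhibition at 20 µM here, with at most 30% in a related deaminase screen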;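 further: plate controls were A3A with DMSO for no effect and wells lacking A3A enzyme for full effect; some results filed as inactive read as strong as hits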
# Target sequence (P31941 whole entry, looked up): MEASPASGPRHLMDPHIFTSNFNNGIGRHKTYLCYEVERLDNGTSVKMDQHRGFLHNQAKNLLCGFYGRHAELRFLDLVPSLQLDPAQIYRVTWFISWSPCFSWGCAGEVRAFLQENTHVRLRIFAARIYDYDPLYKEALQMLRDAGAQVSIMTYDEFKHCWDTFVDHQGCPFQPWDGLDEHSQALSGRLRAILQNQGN
# * hit, by the source's call; x = not tested or not shown; & = joins results of further samples.
# The line under a structure holds: Gli-Sufu block	EBI2 antag	CXCR6 inh	GRIN3A LBD mod	APOBEC3G inh	CCR6 antag	MPTP inh	A3A deaminase
O=C(Cc1c(F)cccc1Cl)NC1CCN(Cc2ccccc2)CC1
  14	0	6	0	-5	7	-2.2	-2
COC(=O)c1cc(COC(=O)CNC(=O)c2ccc(Br)cc2)oc1C
  3	10	-7	-2	-1	7	0.1	3
N/C(Cc1ccc([N+](=O)[O-])cc1)=N\OC(=O)COc1ccccc1Cl
  -15	0	-18	-9	-6	-5	-0.5	-4
Cc1ccc(C)c(C(=O)COC(=O)C(C)N2C(=O)C3C4CCC(C4)C3C2=O)c1 (centres undefined)
  0	-6	4	1	4	3	0.8	-1
O=C(c1ccc(S(=O)(=O)N2CCOCC2)cc1)N1CCc2ccccc2C1
  3	-11	-4	2	-7	0	-0.4	-4
N=C1/C(=C/c2ccc(OC(=O)c3ccco3)cc2)C(=O)N=C2SC=CN12
  0	2	7	-2	1	22	0.3	11
CC(=O)N1CCN(S(=O)(=O)c2cccc(C(=O)NNC(=O)Cn3nc(C)cc3C)c2)CC1
  -1	6	6	1	2	-3	-0.8	2
CCOC(=O)c1c(CC(C)C)csc1NC(=O)C(C)C
  1	1	-6	0	-6	31	4.0	-1
C#CCOCCOCCOCCNc1nc(N2CCOCC2)nc(N2CCN(C(=O)CCCCCCCCCCNC(=O)[C@@H](CCC(=O)O)n3cc(CCCCCN)nn3)CC2)n1
  -2	-2	5	0	-7	0	8.2	-2
CCCC[n+]1c2ccccc2cc2ccccc21
  15	-8	-1	22*	21	-12	-3.0	55*
Cc1ccc(S(=O)(=O)N(C)/N=C/c2ccc(C(=O)O)cc2)cc1
  -12	-1	9	-1	-10	-3	0.2	0
CCOc1cc(N2CCOCC2)c(OCC)cc1NC(=O)Cc1cccc(OC)c1
  4	-7	6	-4	0	3	-2.5	6
CCOC(=O)C1=C(C)N(C)C(=S)NC1c1ccccc1Cl (centres undefined)
  3	-1	5	1	-2	6	-0.6	5
c1ccc(CNc2nc(N3CCN(Cc4ccccc4)CC3)nc3ccccc23)cc1
  12	20	-10	0	-8	13	53*	0
COC(=O)C1=C(C)N(CCc2cc(OC)c(OC)c(OC)c2)C(=O)N[C@H]1c1ccccc1
  9	-4	-2	0	-7	3	-1.5	-5
CCCNC(=O)c1ccc(N2CCC3(CC2)CC(c2cccc(Br)c2)=NO3)c(NC(=O)c2ccc(Br)cc2)c1
  3	-9	-17	0	-2	-2	1.3	0
CCCCCC(=O)N1CC2(CC(c3cccc(NC(=O)CC(c4ccccc4)c4ccccc4)c3)=NO2)C[C@@H]1C(N)=O (some centres undefined)
  18	3	8	-3	-9	6	-1.4	1
CCOC(=O)c1c(C)n(-c2ccc(C)cc2)c2ccc(OCC(O)CNCC3CCCO3)cc12 (centres undefined)
  34	8	-5	-17	-4	6	22	0
CC(=O)N1CCCc2cc(S(=O)(=O)N3CCCC(C(=O)NCc4ccccc4Cl)C3)ccc21 (centres undefined)
  19	9	-10	-1	0	19	-1.2	0
COc1ccc(C(=O)N(CC(=O)Nc2sc(C)c(C)c2C(N)=O)C2CCCC2)cc1
  30	0	-2	-1	-9	12	2.0	-3
COc1ccc(CCNC(=O)CS(=O)(=O)c2cn(CC(=O)N3CCCC3)c3ccccc23)cc1OC
  -4	-6	-16	1	1	-1	1.6	4
Cc1cccn2c(=O)c3cc(C#N)c(=NC(=O)c4ccncc4)n(CCCOC(C)C)c3nc12
  -27	-3	7	1	-3	-9	2.9	-1
CSc1c[n+]2c(n1C)CCC2
  3	1	7	1	34	2	-1.7	69
CCCS/C(N)=N/N=C/c1cc(C)ccc1O
  -15	-3	7	-3	-2	12	6.8	0
c1ccc(Cc2nn3c(-c4ccncc4)nnc3s2)cc1
  -2	3	2	-4	20	4	0.5	0
CCN(CC(=O)Nc1ccccc1C(F)(F)F)C(=O)CCc1c(C)[nH]c(=O)c(C#N)c1C
  -5	-7	-2	1	-6	20	-0.4	0
C[C@H](CO)N1C[C@H](C)[C@@H](CN(C)C(=O)Nc2ccccc2)Oc2c(NC(=O)Nc3ccc4c(c3)OCO4)cccc2C1=O
  -4	-1	-5	1	0	6	-0.4	0
Cc1ccc([N+](=O)[O-])c(OCCCN2C(=O)NC(C)(C)C2=O)c1
  -7	-2	-1	-1	-11	8	0.9	-1
Cc1cccc(N2C(=O)C3C4CC(C(Br)C4Br)C3C2=O)n1 (centres undefined)
  1	-9	-2	-1	-1	-3	-0.8	-2
O=C(N/N=C/c1ccc([N+](=O)[O-])s1)C(O)c1ccccc1 (centres undefined)
  29	-8	-24	-1	-4	11	1.6	-1
NC(=O)c1ccc(NC(=O)CCCc2nc(-c3ccccc3Cl)no2)cc1
  1	-1	-3	-10	-7	22	0.2	0
Cc1ccc(NC(=O)Cc2ccc(Cl)cc2)cc1S(=O)(=O)N1CCCCCC1
  4	12	-8	6	-5	9	29	2
Cc1cccc(-c2nnc(-c3cccc4ccccc34)o2)c1
  -97	6	-2	-5	x	13	2.6	x
COc1cccc(OCC(Cn2cnc3ccccc32)OC(C)=O)c1 (centres undefined)
  2	4	-5	1	-3	11	5.7	-1
COc1ccc(S(=O)(=O)N2CCC(C(=O)NC3CCCC3)CC2)cc1C
  -14	3	-6	1	-4	2	-0.3	-2
CC(C)c1ccc(/C=N/Nc2ccc(C(=O)O)cc2)cc1
  -43	-4	2	4	-4	22	2.3	-3
Nc1nc2nn(-c3ccccc3)nc2c(=O)[nH]1
  -10	-17	0	4	-7	1	-0.2	-3
COc1ccc(NC(=O)COc2ccc(C)nc2[N+](=O)[O-])cc1S(N)(=O)=O
  -30	-10	-10	0	-3	-2	-0.2	-1
c1ccc(COCC2CCNCC2)cc1
  5	6	-5	-1	-5	5	-0.9	1
O=C(NCCc1cccnc1)C1CCC(=O)N(CCc2cccc(F)c2)C1 (centres undefined)
  1	-29	-5	-2	0	7	0.8	3
CSCC[C@H](NC(=O)NCc1ccccc1F)C(=O)O
  -9	10	-4	-1	-7	14	15	-4
COC(=O)C1=C(C)NC(C)=C(C(=O)OCCN(C)Cc2ccccc2)C1c1cccc([N+](=O)[O-])c1 (centres undefined)
  8	24	17	-9	-3	16	0.2	0
O=c1cc(CO)occ1OCc1cccc(F)c1
  -2	-7	0	0	-4	8	4.9	-3
O=C(CNS(=O)(=O)c1ccccc1)OCc1cccc([N+](=O)[O-])c1
  -7	-12	12	-2	-10	13	-0.6	-5
CC(C)c1ccc(OCC(=O)Nc2ccncc2)cc1
  -10	7	-10	-3	2	-1	74*	0
CCOc1ccc2nc(NCCCNS(=O)(=O)c3ccc(F)cc3)c(C#N)cc2c1
  -8	-1	-6	-15	-5	-19	0.2	-5
Cc1ccc(S(=O)(=O)N(CC(O)CN2C(=O)NC(C)(C)C2=O)c2cccc(C)c2)cc1 (centres undefined)
  1	0	-18	-2	-5	5	0.9	-1
COc1ccc(-c2nc(S(=O)(=O)c3ccc(C)cc3)c(N3CCCC3)o2)cc1
  -2	0	4	-10	-2	-7	3.3	-3
CC(=O)c1cnc2nc(SCc3ccc(C)cc3)nn2c1C
  -17	-7	1	-1	-7	6	0.4	-5
O=C(CSc1n[nH]c(-c2ccco2)n1)N1c2ccccc2Sc2ccccc21
  7	3	6	-5	-6	4	4.9	-4
O=C(O)/C=C/C(=O)Nc1cc(F)ccc1F
  6	1	3	0	-1	8	1.4	-4
Cc1cc(=O)oc(C)c1C(=O)OCC(=O)c1ccc(Cl)c(Cl)c1
  16	4	-5	1	-2	14	0.9	3
CC1(C)NC(=O)N(CCCCOc2ccc(Br)cc2Cl)C1=O
  3	7	-2	3	-4	11	2.5	-4
CCOc1ccc(NC(=O)CSc2nc3nc4c(cc3c(=O)n2CC)COC(C)(C)C4)cc1
  5	x	x	0	-2	0	x	0
CC1CN(C(=O)c2ccccc2Nc2ccc(SC(F)F)cc2)CC(C)O1 (centres undefined)
  -5	2	5	0	-7	-6	1.8	2
O=C1CNc2ccc(C(=O)N3CCN(c4ccccn4)CC3)cc2N1
  -8	3	-17	0	-3	9	-0.2	-6
CCCCC(=NCCc1c(C)[nH]c2ccc(OC)cc12)C1=C(O)CC(c2ccccc2)CC1=O (centres undefined)
  23	51*	14	-5	-8	19	1.1	0
CCS(=O)(=O)N1Cc2ccccc2CC1C(=O)N(C)CC(=O)Nc1ccc(OC)cc1 (centres undefined)
  -14	0	15	0	-2	-2	-1.4	13
COC(=O)c1nn(-c2ccccc2)c(Sc2ccc(Br)cc2)c1/C=N/O
  -5	-4	22	-1	0	28	0.4	0
O=C(NCc1ccccn1)c1coc(=O)c(Br)c1
  4	7	2	0	-6	-1	-0.2	-18

# Three structures already listed, ordered by number of heavy atoms, smallest number first.
# The line under a structure holds: Gli-Sufu block	EBI2 antag	CXCR6 inh	GRIN3A LBD mod	APOBEC3G inh	CCR6 antag	MPTP inh	A3A deaminase
O=C(NCc1ccccn1)c1coc(=O)c(Br)c1
  4	7	2	0	-6	-1	-0.2	-18
CCS(=O)(=O)N1Cc2ccccc2CC1C(=O)N(C)CC(=O)Nc1ccc(OC)cc1 (centres undefined)
  -14	0	15	0	-2	-2	-1.4	13
CCCCC(=NCCc1c(C)[nH]c2ccc(OC)cc12)C1=C(O)CC(c2ccccc2)CC1=O (centres undefined)
  23	51*	14	-5	-8	19	1.1	0

# (list continues)
# The line under a structure holds: Gli-Sufu block	EBI2 antag	CXCR6 inh	GRIN3A LBD mod	APOBEC3G inh	CCR6 antag	MPTP inh	A3A deaminase
COc1ccc(NC(=O)/C=C/c2ccccc2)cn1
  -77	18	-11	-9	-7	-1	2.7	-1
CC(C)Oc1ccc(S(=O)(=O)N2CCCCC2)cc1NC(=O)CN1C(=O)NC(C)(C2CC2)C1=O (centres undefined)
  8	-14	2	2	-4	0	-0.9	1
Cc1cccc(C)c1NS(=O)(=O)c1c(C(=O)N2CCCCC2)c(C)n(C)c1C
  -2	-6	-1	-3	-2	17	-1.8	3
CCOC(=O)C1(CCc2ccccc2)CCN(Cc2c(O)cccc2OC)CC1
  47	8	-9	-3	6	22	62*	0
Nc1ncnc2c1ncn2[C@@H]1O[C@H](CNC(=O)[C@@H]2CCCN2S(=O)(=O)c2ccc(F)cc2)[C@@H](O)[C@H]1O
  -3	-4	0	4	6	23	0.6	4
CCc1c(C)sc(NC(=O)c2cc(C3CC3)on2)c1C#N
  -8	0	4	-2	-10	10	0.2	-5
N#C/C(=N\O)c1nc(-c2ccccc2)cs1
  -9&6	4&-12	1&-4	-15&-4	-2&-11	2&0	22&24	-1&-2
CC(C)C(NC(=O)c1ccco1)C(=O)OCC(=O)NCCc1ccccc1 (centres undefined)
  0	9	5	-2	-7	8	-0.8	-3
Cc1ccsc1C(=O)Nc1ccc(C(=O)O)cc1
  2	-4	6	0	-2	-22	-1.0	2
O=C(c1cccc(N2C(=O)C3C4C=CC(C4)C3C2=O)c1)N1CCN(c2ccc(F)cc2)CC1 (centres undefined)
  -1	2	1	1	-10	14	-2.7	26
CCNC(=S)N/N=C/c1ccco1
  6	-25	3	1	-2	25	-1.6	2
Cc1c(OC(C)C(=O)NCc2ccccn2)ccc2c3c(c(=O)oc12)CCCC3 (centres undefined)
  7	10	-4	-4	-3	1	-1.7	-4
